Myeloid diff MLP: induction of myeloid progenitor differentiation, primary screen, cell-based, flow cytometry, MLPCN library; ER-HoxA9 myeloid progenitors, lysozyme-GFP differentiation; calls only at 10 µM; 360,000 compounds, 1% hits;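 active means normalized GFP-positive differentiation at or above the plate's own cutoff, the solvent-only control mean plus 3 SD; inconclusive means no clear call, values can overlap the other calls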;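 further: cells exposed to compound for four days before flow analysis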
RSV CPE inhibition: RSV antiviral activity via CPE protection, HEp-2 cells, primary 10 µM value included (AID 2391); CPE inhibition, % at 10 µM, or IC50 in µM where a hit was titrated; 310,000 compounds, 0.13% hits; HEp-2 cells, RSV-induced CPE inhibition; higher % means a stronger effect; in the data active means a potency from the dose series; inconclusive means CPE inhibition mostly from about 23% at the one dose, without a potency; inactive means the rest, 99 in 100 with CPE inhibition below about 21%; further: strong numbers were not always called active
PMI inhibition: human PMI inhibitors, high substrate, primary screen, biochemical, fluorescence intensity, high mannose 6-phosphate (AID 1220); Mannose-6-phosphate isomerase (Homo sapiens); recombinant PMI enzyme, coupled fluorescence intensity; higher % means a stronger effect; inhibition, % at 20 µM; hits with a dose series show IC50 in µM; 190,000 compounds, 0.66% hits
PMI inhibitors: inhibitors of human PMI, primary screen, biochemical, fluorescence intensity, coupled assay (AID 1209); Mannose-6-phosphate isomerase (Homo sapiens); purified PMI enzyme, coupled fluorescence intensity; higher % means a stronger effect; one-dose inhibition, % at 20 µM; IC50 in µM for titrated hits; 190,000 compounds, 0.42% hits;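 further: plate controls were DMSO vehicle for no effect and wells lacking substrate for full effect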
Salmonella PhoP GFP: inhibitors of PhoP regulon expression, primary screen, Salmonella Typhimurium, GFP reporter (AID 1863); S. Typhimurium PhoP-regulated promoter GFP reporter, 4 h; higher % means a stronger effect; inhibition, % at 50 µM, or IC50 in µM where a hit was titrated; 300,000 compounds, 0.16% hits;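 active means inhibition over 29.93%, a cutoff 3 SD above the screen mean, later confirmed by dose response; inconclusive means inhibition over 29.93% but no dose response follow-up; inactive means inhibition at most 29.93% or unconfirmed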;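 further: 0% = low Mg2+ inducing control and 100% = high Mg2+ repressing control; strong numbers were not always called active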
TNAP activators: human TNAP enzyme activators, primary screen, biochemical, luminescent, no phosphate acceptor, uHTS (AID 1001) | Alkaline phosphatase, tissue-nonspecific isozyme (Homo sapiens) | purified TNAP, luminescent activation assay, no phosphate acceptor; higher activation fold means a stronger effect | activation fold at 20 µM; hits with a dose series show EC50 in µM | 200,000 compounds, 0.03% hits; in the data active means activation fold from about 3, or a potency from the dose series; inactive means the rest, 99 in 100 with activation fold below about 1.6; further: many of its hits are not listed in these tables
WT yeast gro inh: growth inhibition of WT strain, primary screen, mitochondrial fusion inhibitor project, WT and mutant strains, chemical genetic. mitochondrial fusion phenotypic screen. 190,000 compounds, 2.1% hits. inhibition, % at 10 µM. AID 1362, 2008; in the data active means inhibition above about 58%; tested in S. cerevisiae
SIAH1 antagonists: Siah-1 peptide-binding antagonists, primary screen, biochemical, fluorescence polarization, rhodamine-plectin, uHTS (AID 1817) | E3 ubiquitin-protein ligase SIAH1 (Homo sapiens) | Siah-1 / rhodamine-plectin peptide fluorescence polarization; higher % means a stronger effect | one-dose displacement, % at 20 µM; IC50 in µM for titrated hits | 290,000 compounds, 0.02% hits;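 active means displacement of at least 50% at 20 µM, with a fluorescence ratio check between 0.3 and a set limit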;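 further: plate controls were Siah plus tracer with DMSO for no effect and tracer alone without Siah for full effect; strong numbers were not always called active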
XIAP antagonists: XIAP antagonists, biochemical, IAP family, fluorescence polarization (AID 1018) | displacement, % at 20 µM, or IC50 in µM where a hit was titrated | E3 ubiquitin-protein ligase XIAP (Homo sapiens) | 200,000 compounds, 0.007% hits | XIAP BIR domain, fluorescence polarization peptide displacement; higher % means a stronger effect; in the data active means displacement above about 50%; further: a part of the inactive calls stands beside numbers as strong as those of hits
WT yeast gro inh mutant strain: also measured in WT yeast gro inh; calls as there; inhibition, %; mitochondrial fusion phenotypic screen, mutant strain inhibition
Myeloid diff MLP GFP+ MAC1+ %: also measured in Myeloid diff MLP; calls as there; GFP+ MAC1+ double positive, %; measured here: differentiation confirmed by MAC1 staining
Starred values were filed as active, the others as inactive; i = inactive; ? = inconclusive; · = not tested or not shown; + = active, no number. Unless noted, no stated cut-off is given here; in the data, active means inhibition above about 50%; inactive means the rest.

SMILES	Myeloid diff MLP	Myeloid diff MLP GFP+ MAC1+ %	RSV CPE inhibition	PMI inhibition	PMI inhibitors	Salmonella PhoP GFP	TNAP activators	WT yeast gro inh	WT yeast gro inh mutant strain	SIAH1 antagonists	XIAP antagonists
Cc1cc(Cl)c(S(=O)(=O)NC2CCCCC2)cc1OCC(=O)Nc1nncs1	i	0.9	3.1%	-17%	-14%	-13%	1.1	-19	6	-3%	-6.5%
O=C(NCc1ccncc1)C1CCCN(S(=O)(=O)Cc2ccccc2)C1 (stereo unspecified)	i	0.9	0.5%	1%	-4%	9%	1.1	10	9	-3%	-1.9%
Cc1n[nH]c(C)c1CCOc1ccc(C(C)C)cc1	i	0.8	1.5%	-2%	9%	-9%	1	27	18	5%	-5.9%
COc1ccc(NC(=S)N(C)CC2COc3ccccc3O2)cc1 (stereo unspecified)	i	0.5	5.1%	-4%	-4%	6%	1	-3	17	2%	-8.4%
Cc1ccc(N(C(=O)c2csnn2)C(C(=O)NC(C)(C)C)c2cccs2)cc1 (stereo unspecified)	i	7.7	-0.7%	-4%	-1%	-2%	1.1	-9	-28	2%	-3.4%
CCOC(=O)c1nc(C)nc(Sc2n[nH]c(-c3cc(Cl)cc(Cl)c3)n2)c1C	i	0.3	4.9%	·	·	-5%	·	·	·	-1%	·
NS(=O)(=O)c1cccc(NC(=O)Cc2ccc(Cl)c(Cl)c2)c1	i	0.9	15%	7%	2%	-2%	0.9	-19	-9	0%	-8.6%
CCOC(=O)N1CCN(C(=O)CCc2c(C)nc3c(c(C)nn3-c3ccc(C)c(C)c3)c2C)CC1	i	1.4	5.2%	21%	23%	7%	1.1	5	-6	-2%	-4.2%
C=C(C)CSCc1nc2ccccc2[nH]1	i	0.1	0.5%	-2%	1%	1%	1.1	-14	6	-2%	-2.1%
CC(O)CN=c1cc(-c2ccccc2)oc2ccc(Cl)cc12 (stereo unspecified)	i	1.2	11%	-2%	-5%	-8%	1.1	27	1	2%	-0.4%
CCOc1ccc(C(=O)NCC(=O)OCC(=O)Nc2ccccc2OC)cc1	i	1.8	2.2%	0%	-1%	-14%	1	5	4	0%	-7.7%
O=C(CSc1nc(O)cc(=O)n1-c1ccccc1)Nc1ccccn1	i	1.0	1.7%	-3%	-7%	-2%	1.1	-5	-13	-2%	-8.9%
CC(C)CNS(=O)(=O)c1ccc(CCC(=O)NCc2cccnc2)cc1	+	3.1*	3.2%	1%	-3%	-2%	0.9	-28	-1	3%	-6.6%
Cc1ccccc1C(=O)Nc1ccc(N2CCCC2)cc1	i	0.1	5.4%	32%	-6%	4%	1.1	18	7	1%	-3.0%
O=C(Nc1nnc(-c2ccco2)o1)c1cccc2ccccc12	i	0.3	0.1%	-5%	-1%	-14%	1.1	23	-28	2%	2.6%
COC(=O)c1cnn(-c2nc(-c3ccccc3)cs2)c1N	i	0.2	4.1%	·	·	9%	·	·	·	4%	·
Cc1ccnc(NC(=O)c2ccco2)n1	i	0.6	2.1%	0%	4%	-10%	1	10	8	-1%	-1.5%
Fc1cccc(Cc2noc(CN3CCCCC3c3ccccn3)n2)c1 (stereo unspecified)	i	0.0	4.2%	8%	0%	-4%	1	-5	-7	-2%	-4.4%
Nc1nc(-c2ccc3c(c2)OCCO3)c(CC(=O)O)s1	i	0.7	1.2%	·	·	5%	·	·	·	-3%	·
Cc1ccccc1Cn1c(=O)n(-c2ccccc2)c(=O)c2ccc(C(=O)NCc3ccco3)cc21	i	3.4	3.7%	2%	-12%	-6%	1	11	-17	8%	-1.3%
CCOC(=O)c1ccc(NC(=S)N(CCCN2CCCCCC2)Cc2ccco2)cc1	i	0.7	1.6%	10%	4%	-1%	1.1	9	0	-2%	-5.7%
Fc1cccc(Cc2noc(CN3CCC(c4ccncc4)CC3)n2)c1	i	0.2	5.1%	1%	0%	-2%	1	20	32	-2%	-9.6%
O=C(Cc1cccs1)NCc1ccc(Cl)cc1	i	1.1	1.9%	·	·	3%	·	·	·	6%	·
COC(=O)Cn1c(CN2CCc3ccccc3C2)nc2c1c(=O)n(C)c(=O)n2C	i	5.3	1.8%	8%	10%	20%	1.1	15	1	6%	-3.2%
CC(=O)OC(C(=O)Nc1nccs1)c1ccccc1 (stereo unspecified)	i	0.5	1.1%	·	·	2%	·	·	·	14%	·
CSC1=C(C#N)C(CC(C)C)C(C(C)=O)=C(C)N1 (stereo unspecified)	i	0.2	2.7%	3%	-4%	-3%	1.1	8	16	-2%	0.0%
CC(C)OC(=O)[C@H]1[C@H](c2ccc(Cl)cc2)[C@@](C#N)(C(N)=O)[C@@H]2C=CC(C(N)=O)=CN21	i	1.0	·	21%	23%	5%	1.2	2	1	6%	-0.7%
O=C(/C=C/c1ccccc1)CC(O)(c1ccccc1)C(F)(F)C(F)F (stereo unspecified)	i	1.5	-3.7%	1%	8%	-3%	1.2	54	53	3%	-5.7%
Cc1ccc(C(=O)N(Cc2cccs2)C2CCS(=O)(=O)C2)cc1 (stereo unspecified)	i	4.3	1.4%	·	·	-14%	·	·	·	2%	·
Cc1ccc(S(=O)(=O)Nc2cccc3cccnc23)c([N+](=O)[O-])c1	i	2.0	-2.2%	·	·	-2%	·	·	·	-3%	·
COc1ccccc1N(C)S(=O)(=O)c1ccc(Cl)c(C(=O)NCCCN2CCOCC2)c1	i	3.3	0.6%	·	·	8%	·	·	·	-1%	·
O=C(NNC(=S)Nc1ccc(Cl)cc1)c1ccccc1OC(F)F	i	0.7	1.6%	-11%	-4%	12%	2.4	12	-29	-6%	-2.1%
COc1cccc(/C=N/NC(=O)CN2CC(c3ccccc3)CC2=O)c1OC (stereo unspecified)	i	0.7	0.5%	-8%	10%	9%	1.2	-4	0	-4%	-3.1%
COc1ccc(C(=O)N/C(=C\c2cc(OC)c(OC)cc2[N+](=O)[O-])C(=O)NCCO)cc1	i	0.3	2.9%	19%	-2%	0%	1	-12	-14	0%	-5.5%
Cc1ccc(C(NC(=O)c2ccccc2)C(Cl)(Cl)Cl)cc1 (stereo unspecified)	i	0.5	0.2%	1%	-7%	-9%	1.1	14	-27	9%	-1.5%
CCOc1ccccc1NC(=O)C(OC(=O)c1ccc(N(C)C)cc1)c1ccccc1 (stereo unspecified)	i	1.0	8.4%	6%	10%	-9%	1.1	3	6	-3%	-2.8%
O=C(c1cc2cc(Br)ccc2o1)N1CCCCC1	i	0.6	21%	-4%	-6%	-6%	1.1	20	14	2%	-1.5%
Fc1cccc(Cl)c1Cn1nnc2c(-n3ccnc3)ncnc21	i	0.8	1.7%	-1%	7%	6%	1.1	-7	1	5%	4.0%
COC(=O)c1cc(C(=O)OCC(=O)Nc2ccccc2OC(F)F)cc([N+](=O)[O-])c1	i	0.5	0.7%	-2%	3%	1%	1.2	-5	-4	2%	-1.4%
O=C(O)c1ncc(-c2ccccc2)cn1	i	5.1	0.7%	-16%	-19%	-21%	1.1	-8	8	-2%	1.4%

Four records picked at random from those above, as already listed:
SMILES	Myeloid diff MLP	Myeloid diff MLP GFP+ MAC1+ %	RSV CPE inhibition	PMI inhibition	PMI inhibitors	Salmonella PhoP GFP	TNAP activators	WT yeast gro inh	WT yeast gro inh mutant strain	SIAH1 antagonists	XIAP antagonists
COC(=O)Cn1c(CN2CCc3ccccc3C2)nc2c1c(=O)n(C)c(=O)n2C	i	5.3	1.8%	8%	10%	20%	1.1	15	1	6%	-3.2%
O=C(NNC(=S)Nc1ccc(Cl)cc1)c1ccccc1OC(F)F	i	0.7	1.6%	-11%	-4%	12%	2.4	12	-29	-6%	-2.1%
Cc1ccc(S(=O)(=O)Nc2cccc3cccnc23)c([N+](=O)[O-])c1	i	2.0	-2.2%	·	·	-2%	·	·	·	-3%	·
O=C(Cc1cccs1)NCc1ccc(Cl)cc1	i	1.1	1.9%	·	·	3%	·	·	·	6%	·

Following part.
SMILES	Myeloid diff MLP	Myeloid diff MLP GFP+ MAC1+ %	RSV CPE inhibition	PMI inhibition	PMI inhibitors	Salmonella PhoP GFP	TNAP activators	WT yeast gro inh	WT yeast gro inh mutant strain	SIAH1 antagonists	XIAP antagonists
O=C(CCNC(=O)c1ccc(Cl)cc1)Nc1ccccc1Cl	i	0.9	-0.6%	·	·	9%	·	·	·	3%	·
CCC1CSC(Nc2ccc(C(=O)/C=C/c3ccc(OC)c(OC)c3)cc2)=N1 (stereo unspecified)	?	·	?	25%	10%	25%	1	64*	30*	-1%	-6.6%
Cc1[nH]c(=O)[nH]c(=O)c1S(=O)(=O)N1CCCC(C(=O)NCCC2=CCCCC2)C1 (stereo unspecified)	i	0.3	0.0%	-7%	-20%	-1%	1	-6	2	21%	-6.0%
Cc1nn(CC(=O)NCc2ccccc2Cl)c(C)c1[N+](=O)[O-]	+	4.3*	2.3%	-9%	-5%	13%	1.1	-17	0	4%	-8.0%
Cc1cccc(-n2c(SCC(N)=O)nc3c(c2=O)C2(CCCC2)Cc2ccccc2-3)c1	i	0.7	6.5%	5%	12%	32%	1.2	16	16	4%	-5.5%
COc1ccc(/C=C/C(=O)Nc2cc(C(F)(F)F)ccc2Cl)cc1OC	?	·	14%	-1%	13%	-12%	1.1	28	-14	3%	-3.6%
O=C(NCc1ccccn1)c1ccc2nc(-c3ccco3)c(-c3ccco3)nc2c1	·	·	3.8%	-57%	-22%	-5%	1	-5	2	46%	6.7%
Cc1c(NC(=O)C(C)OC(=O)c2cc(-c3cccc4ccccc34)nc3ccccc23)c(=O)n(-c2ccccc2)n1C (stereo unspecified)	i	0.2	4.8%	2%	16%	0%	1	10	8	36%	-4.2%
CCOC(=O)C1CCN(c2c(NCc3ccc(C(=O)NCCC(C)C)cc3)c(=O)c2=O)CC1	i	0.6	0.3%	-9%	-17%	-3%	1	-2	12	2%	-3.7%
COc1cccc(C2C3=C(CCCC3=O)Nc3[nH]n(-c4ccccc4)c(=O)c32)c1 (stereo unspecified)	i	0.6	0.5%	-2%	-13%	-3%	1.1	-7	-12	0%	-0.9%
O=S(=O)(NCC(c1cccnc1)N1CCN(Cc2ccccc2)CC1)c1cc(F)ccc1F (stereo unspecified)	i	0.9	0.3%	·	·	0%	·	·	·	8%	·
NNC(=O)c1cccc(Cn2cc(Br)c([N+](=O)[O-])n2)c1	i	0.5	2.4%	·	·	-3%	·	·	·	11%	·
CC(=O)c1ccc(N2CCN(Cc3nc4ccccc4[nH]3)CC2)cc1	i	0.8	11µM*	·	·	0%	·	·	·	1%	·
CC(c1nnnn1C(C)(C)C)N(Cc1cccnc1)Cc1ccccc1Cl (stereo unspecified)	i	1.3	3.6%	2%	11%	-11%	1.1	17	5	4%	-4.0%
